TRHR agonist – agonists of human TRH receptor; P34981; TRHR cells, calcium flux fluo-8, FDSS agonist mode; activation, % at 2 µM; 0.18% of 360,000 active; AID 493084; in the data active means activation above about 30%; further: 0% is about no effect
Target sequence (P34981 whole entry, looked up): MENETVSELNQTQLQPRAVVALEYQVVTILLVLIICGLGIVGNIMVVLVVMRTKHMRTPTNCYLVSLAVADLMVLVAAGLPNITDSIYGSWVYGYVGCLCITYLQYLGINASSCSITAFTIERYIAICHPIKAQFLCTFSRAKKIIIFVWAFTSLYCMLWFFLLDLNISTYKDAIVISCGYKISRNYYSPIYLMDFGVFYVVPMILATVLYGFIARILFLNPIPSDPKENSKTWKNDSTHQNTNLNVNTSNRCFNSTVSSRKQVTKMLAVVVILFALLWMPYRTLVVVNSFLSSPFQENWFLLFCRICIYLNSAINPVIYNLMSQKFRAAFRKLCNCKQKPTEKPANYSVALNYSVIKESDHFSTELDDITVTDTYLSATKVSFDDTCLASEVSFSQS
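TRHR-expressing cells loaded with fluo-8 calcium dye; 23 nL library compound pin-transferred, kinetic FDSS fluorescence (Ex 480/Em 530) recorded about 180 s for agonist-induced calcium release, before a 10 nM TRH EC20 addition for potentiator mode.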
TrxR1 substrate – is turned over as a substrate by rat TrxR1. O89049. purified TrxR1 substrate turnover, NADPH consumption readout. Potency, µM (doses to about 114 µM), inactives show top-dose activity change, negative = substrate turnover. 0.01% of 390,000 active; further: potency means the concentration at half of the fitted maximal effect; on the % scale 0 is the no-effect control and ±100 the full control effect; nearly all actives have a fitted effect of over 50% in size
Target sequence (O89049 whole entry, looked up): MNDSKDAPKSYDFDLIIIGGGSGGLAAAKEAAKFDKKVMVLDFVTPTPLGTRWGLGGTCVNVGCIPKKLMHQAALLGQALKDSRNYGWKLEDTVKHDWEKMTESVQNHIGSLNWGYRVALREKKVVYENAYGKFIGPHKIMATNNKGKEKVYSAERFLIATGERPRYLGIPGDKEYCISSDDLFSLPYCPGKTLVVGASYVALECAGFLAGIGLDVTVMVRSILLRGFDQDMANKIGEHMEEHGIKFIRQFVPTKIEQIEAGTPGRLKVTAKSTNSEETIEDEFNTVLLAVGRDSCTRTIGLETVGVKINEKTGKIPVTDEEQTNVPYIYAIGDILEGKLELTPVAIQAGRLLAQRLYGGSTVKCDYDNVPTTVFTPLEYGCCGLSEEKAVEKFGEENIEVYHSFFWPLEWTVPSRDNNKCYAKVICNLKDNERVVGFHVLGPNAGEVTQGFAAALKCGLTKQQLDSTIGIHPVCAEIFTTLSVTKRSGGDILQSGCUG
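Rat TrxR1, dispensed at 90 nM, was prereduced with 400 uM NADPH (final) for 5 min at ~22 deg C, then incubated with compound 15 min before 400 uM selenite. A first-read NADPH fluorescence drop versus no-compound background flagged substrates.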
USP1-UAF1 inh – USP1/UAF1 (human) deubiquitinase inhibition; O94782; recombinant USP1/UAF1, Ub-Rhodamine cleavage fluorescence; Potency, µM (highest dose often 57.1 µM), inactives show at the highest dose activity change, negative = inhibition, hits mostly inhibitors; 0.23% of 390,000 active; AID 743255; further: potency means the concentration at half of the fitted maximal effect; on the % scale 0 is the no-effect control and ±100 the full control effect; nearly all actives have a fitted effect of over 60% in size; inactives centre near -12
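High-throughput fluorogenic screen: 1nM USP1/UAF1 complex, Ub-Rho substrate 150nM final, 50mM HEPES pH 7.8 with 0.5mM EDTA, 0.1 mg/ml BSA, 1mM TCEP and 0.01% Tween-20.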
D2 ag – activates the human D2 dopamine receptor; P14416; HEK293 T-REx D2 cells, calcium flux agonist mode; activation, % at 2 µM; 0.53% of 340,000 active; AID 485358;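 active means activation over 3 SD above normal in the single-dose calcium agonist read, cut at about 30% in these data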; further: 0% is about no effect
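Agonism scored from kinetic calcium signal (1 read/sec, 180 s) following compound pin transfer, after a 10 s baseline. Cells: HEK293 Trex line expressing inducible D2 receptor coupled to calcium, dye-loaded after overnight culture at 30 C.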
IDH1 R132H inh – inhibitors of human mutant IDH1 R132H; Potency, µM (top dose mostly 76.6 µM), inactives show at the highest dose activity change, negative = inhibition, usual class: inhibitors; AID 602179; O75874; IDH1-R132H enzyme, NADPH consumption, diaphorase/resazurin fluorescence; 0.093% of 390,000 active; further: potency means the concentration at half of the fitted maximal effect; on the % scale 0 is the no-effect control and ±100 the full control effect; nearly all actives have a fitted effect of over 65% in size
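IDH1-R132H (0.5 ug/mL) preincubated 30 min with compound, then NADPH (0.016 mM) and alpha-KG (2 mM) added; 80 min at RT, pH 7.5. Remaining NADPH coupled via diaphorase/resazurin to fluorescence (540/590 nm); concentration-response curves normalized to no-enzyme control.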
D2 antagonist – antagonists of human D2 dopamine receptor; HEK293 TREx D2 cells, calcium flux, dopamine EC80; inhibition, % at 10 µM; 2% of 340,000 active; in the data active means inhibition above about 30%; further: 0% is about no effect
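Tetracycline-induced HEK293 T-REx cells expressing D2 force-coupled to calcium signalling were dye-loaded, exposed to compound for 180 s, then challenged with an EC80 of dopamine; calcium flux was followed kinetically for a further 180 s.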
TRHR enhancer – TRH receptor (human) allosteric enhancement; P34981; TRHR cells, fluo-8 calcium fluorescence, EC20 TRH enhancement; enhancement, % at 2 µM; 0.66% of 360,000 active; AID 493056; in the data active means enhancement above about 30%; further: 0% is about no effect
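TRHR-expressing cells loaded with fluo-8 calcium dye were read kinetically (ex 480/em 530) during compound addition, then stimulated with an EC20 of TRH (10 nM final). Enhancement of the Gq-mediated intracellular calcium response was scored.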
PI4K2A inh – inhibitors of human PI4K2A | activity change, negative = inhibition, % at 76.9 µM | purified PI4K2A, ADP-Glo luminescence, 1 h; active compounds read low | 0.13% of 420,000 active; in the data active means activity change below about -50%; inconclusive means mostly about -30% to -49%;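 further: -100% = wells without enzyme as full effect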
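PI4K2A activity was measured by ADP-Glo luminescence: enzyme (4 ug/mL stock) and phosphatidylinositol (1.2 mM stock) in Tris pH 7.5/MgCl2/EGTA/Triton X-100 buffer were reacted with ATP (300 microM stock) for one hour at ambient temperature.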
TrxR1 inh – blocks rat thioredoxin reductase 1; 1% of 390,000 active; recombinant rTrxR1, NADPH fluorescence consumption, selenite substrate; O89049; Potency, µM (doses to about 114 µM), for the others: at the highest dose activity change, negative = inhibition, actives largely listed as inhibitors; AID 588453; further: potency means the concentration at half of the fitted maximal effect; on the % scale 0 is the no-effect control and ±100 the full control effect; nearly all actives have a fitted effect of over 65% in size
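Rat TrxR1 (90 nM in the dispensed reagent) was pre-reduced with 400 uM NADPH for 5 min at room temperature, then incubated with compound for 15 min. After 400 uM selenite was added, NADPH fluorescence (Ex 340/Em 450 nm) was followed for 8 min.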
Numbers without * were called inactive; ? = inconclusive; . = no result given; & = joins results of further samples; [ ] = another dose, or the depositor's remark. Unless noted, the call rests on the fitted dose curve; in most records, active means well fitted inhibition curve with a large enough effect; inconclusive means small, poorly fitted or top-dose-only effect; inactive means no such curve, though single readings can be large or run the other way.

Structure,TRHR agonist,TrxR1 substrate,USP1-UAF1 inh,D2 ag,IDH1 R132H inh,D2 antagonist,TRHR enhancer,PI4K2A inh,TrxR1 inh
O=c1c(Cc2ccc(F)cc2)c(O)ccn1CCc1cnc[nH]1,-0.2,-4%,-10%,2.3,5%,6,-1,-2,5%
O=C(NNc1nc2c(F)cc(F)cc2s1)C1=COCCO1,-0.1,5%,-19%,-0.7,1%,39*,5,5,20%
O=S(=O)(NC1CCCC1)c1ccc(S(=O)(=O)NC2CCCC2)cc1,2.5,1%,-18%,1.6,-6%,5,0,-2,9%
Cc1cccc(NC(=S)N(CCc2ccncc2)C(C)C)c1C,0.4,9%,-13%,0.9,1%,-13,-2,-1,2%
CC(=O)Nc1ccc(S(=O)(=O)NC2(c3ccccc3)C(=O)N(C)C(=O)N(C)C2=O)cc1,.,-3%,-17%,.,4%,.,.,-2,-1%
Clc1ccc(OCCSc2ncccn2)c(Br)c1,-0.4,0%[57.1 µM],-3%,-0.7,-1%,-1,-2,1,22%[57.1 µM]
O=C(Nc1ncccc1O)c1ccc(S(=O)(=O)N2CCCC2)cc1,0.8,3%,-15%,-0.5,4%,-6,20,1,8%
Cc1cc(C)c2nc(SC(C)C(=O)NCC(=O)Nc3ccc(F)c(F)c3F)cc(C)c2c1 (stereo unspecified),-1.7,7%[57.1 µM],-20%,-1.2,-3%,-9,-5,2,4%[57.1 µM]
Cc1cccc(C(C)C)c1NC(=O)COC(=O)c1cc2ccccc2oc1=O,-0.5,5%,-13%,-0.3,3%,-4,-4,0,0%
CON/C=N/C(=S)Nc1ncc(C(F)(F)F)cc1Cl,0.1,6%,-23%,0.9,10%,22,-3,1,0%
COc1cccc(-n2nnnc2SCC(=O)Nc2ccc(NC(C)=O)cc2)c1,-0.6,-1%,-6%,0.0,-1%,23,-2,1,22%
COc1ccc(OC)c(S(=O)(=O)Nc2cccc(C(C)=O)c2)c1,0.4,8%,?,0.4,1%,-13,8,0,12%
O=C(NCc1ccco1)C1CCCN1C(=O)Nc1cccc(Cl)c1 (stereo unspecified),-1.5,2%,-12%,-1.5,2%,56*,15,7,21%
CNC(=O)c1cccc(NC(=O)c2cc(-c3ccccc3)nc3c2cnn3C(C)C)c1,0.1,3%,?,0.5,-6%,21,4,-1,19%
CN(C)c1nc(N)c([N+](=O)[O-])c(N2CCCCCC2)n1,-1.0,6%,-15%,-0.2,0%,-2,3,-1,7%
O=C(O)c1cccc(CSc2n[nH]c(-c3ccc(Cl)cc3Cl)n2)c1,0.9,8%[57.1 µM],-17%,0.4,-3%,-4,7,4,25%[57.1 µM]
COC(=O)C1=CN(c2cc(C)cc(C)c2)C=C(C(=O)OC)C1c1ccc(OC)c(O)c1,-0.1,10%,-32%,0.0,0%,-1,-6,0,17%
Cc1cc(C)cc(NC(=O)CN(C)S(=O)(=O)c2cccc3nsnc23)c1,-0.5,-8%,-14%,0.6,4%,-2,2,5,-8%
CCC(=O)NC(=S)Nc1ccc(NC(=O)c2ccc(C)c([N+](=O)[O-])c2)cc1,-0.3,-5%,-17%,0.1,1%,-14,18,2,-2%[57.1 µM]
CC(C)Sc1cc(N2CCCC2)nc(-c2ccccc2)n1,0.3,4%,-21%,0.2,9%,8,8,-19,16%
COc1ccc(-c2ccc(/C=C3/C(=N)N4C=CSC4=NC3=O)o2)c([N+](=O)[O-])c1,0.4,-7%,?,-0.9,1%,-10,7,-2,-11%
CCc1ccccc1NC(=O)c1ccc(NCCc2ccccc2)c([N+](=O)[O-])c1,0.4,-4%,-12%,-0.7,1%,-12,-1,4,2%
CCN(C(=O)CSc1ccccn1)C1CCCCC1,.,6%,-21%,.,7%,.,.,8,9%
CC(C)CN(C(=O)COC(=O)c1ccc([N+](=O)[O-])o1)C1CCS(=O)(=O)C1 (stereo unspecified),1.3,-2%,-12%,16,2%,18,0,-2,0%
COc1ccc(NC(=O)CN(C)C(=O)c2cn(-c3ccccc3)nc2-c2ccc(F)cc2)cc1,0.3,2%,-10%,0.7,-11%,-15,8,-3,17%

Whole records from above:
O=c1c(Cc2ccc(F)cc2)c(O)ccn1CCc1cnc[nH]1 reads TRHR agonist = -0.2; TrxR1 substrate = -4%; USP1-UAF1 inh = -10%; D2 ag = 2.3; IDH1 R132H inh = 5%; D2 antagonist = 6; TRHR enhancer = -1; PI4K2A inh = -2; TrxR1 inh = 5%
Clc1ccc(OCCSc2ncccn2)c(Br)c1 reads TRHR agonist = -0.4; TrxR1 substrate = 0%[57.1 µM]; USP1-UAF1 inh = -3%; D2 ag = -0.7; IDH1 R132H inh = -1%; D2 antagonist = -1; TRHR enhancer = -2; PI4K2A inh = 1; TrxR1 inh = 22%[57.1 µM]

Additional records follow:
Structure,TRHR agonist,TrxR1 substrate,USP1-UAF1 inh,D2 ag,IDH1 R132H inh,D2 antagonist,TRHR enhancer,PI4K2A inh,TrxR1 inh
CCCC/C(O)=C1\C(=O)CC(C)(C)CC1=NCCCCCC(=O)O,-0.2,4%[57.1 µM],-10%,0.1,-1%,-9,1,0,7%[57.1 µM]
CS(=O)(=O)Nc1ccc(OCc2ccccc2)cc1,-0.3,2%,7%,-0.7,-3%,-9,4,-8,8%
COc1cc(C2CC(=O)c3cnc(NC(=O)COc4ccccc4)nc3C2)cc(OC)c1OC (stereo unspecified),-1.1,5%,-8%,-0.9,5%,-2,-2,-1,10%
Cc1ccc(-n2nc3c(c2NC(=O)C(C)(C)C)CS(=O)(=O)C3)cc1,0.2,-2%,-9%,0.9,-4%,4,-2,2,2%
CCN(CC)C(=O)c1ccc(S(=O)(=O)N2CCC(c3nc4ccccc4s3)CC2)cc1,0.2,-7%,7%,-1.9,-2%,-11,-6,-3,-21%
Cc1noc(C)c1CSc1ccccc1C(=O)O,-1.7,7%,-10%,-2.1,5%,5,26,5,18%
Nc1nc(-c2ccc(Cl)cc2)nn1C(=O)c1ccco1,0.1,3%,-11%,1.7,18%,4,-6,2,20%[57.1 µM]
Cc1ccc(S(=O)(=O)N2CCC(C(=O)Nc3ccc(N4CCOCC4)cc3)CC2)cc1C,-0.4,-5%,-17%,0.2,0%,15,4,1,-11%
Nc1nc(-c2ccco2)nn1C(=O)c1ccccc1Cl,-0.3,6%[57.1 µM],5%,-0.4,17%,6,0,2,24%[57.1 µM]
CCOc1ccccc1Nc1sc(C(=O)c2ccc(Cl)cc2)c(N)c1C#N,0.1,3%[57.1 µM],-9%,-0.2,-5%,.,8,1,5%[57.1 µM]
COc1nnc(-c2ccc(C)c(S(=O)(=O)NCC3CCCO3)c2)c2ccccc12 (stereo unspecified),0.1,-3%,-6%,-1.2,0%,-7,-2,2,4%
Cc1ccc(NS(=O)(=O)c2ccc3oc(=O)ccc3c2)cc1Cl,-0.3,-4%,-16%,0.4,-10%,21,-1,-6,12%
O=C(NC1CCN(Cc2ccccc2)CC1)c1ccccc1OCc1ccccc1Cl,2.2,5%,-24%,-0.3,18%,84*,-12,3,21%
CC(C)(C)c1ccc(C(=O)Nc2nc3nc(-c4ccccc4)cc(=O)n3[nH]2)cc1,1.0,8%,-28%,-0.5,-16%,.,-4,-1,20%
CC1(C)S/C(=N/N=C/c2cccs2)NC1=O,0.1,-1%[57.1 µM],-2%,-1.0,4%,8,2,-1,-3%[57.1 µM]
O=C(O)c1cccc(N/N=C/c2ccc(-c3ccccc3)cc2)c1,-0.7,-4%,-26%,-0.8,4%,1,-3,11,-5%
CC(C)Nc1nc(C#N)nc(NC(C)C)n1,-0.8,5%,-16%,-0.6,3%,5,-2,74,17%&16%
NC(=O)c1csc(-c2ccncc2)n1,0.0,-9%,0%,0.0,4%,4,0,26,-10%
Cc1ccc(CCNC(=O)CCn2c(=O)c3cccn3c3ccc(F)cc32)cc1,-1.8&-0.1,-1%&-6%,-13%&-19%,-1.2&1.1,0%&-4%,-10,18&-9,3&-2,15%&-2%
N#CCCn1cc(C(=O)Nc2ccc([N+](=O)[O-])cc2)c(-c2cccs2)n1,1.7,-5%,-20%,1.3,5%,-3,-2,1,18%
CSc1nc(NCC(C)O)c2c3c(sc2n1)CN(C)CC3 (stereo unspecified),0.3,77%[activator][57.1 µM],2%,0.4,1%,-4,-2,0,-11%[57.1 µM]
CC(=O)Nc1ccc(NC(=O)c2cc(=O)c3cc(C)cc(C)c3o2)cc1,0.5,-2%,-15%,0.1,7%,-21,3,2,5%
O=C(COc1cccc(Cl)c1)N1CCC(c2nc3ccccc3o2)CC1,-0.4,-12%,-21%,0.1,-13%,.,-3,3,-3%
Oc1ccc(C=Nc2ccc3ncccc3c2)c(O)c1,-1.7,.,.,0.4,.,3,-6,.,.
O=c1c(-c2ccc(Cl)cc2)cnc2n1CCS2,-1.1,5%[57.1 µM],-8%,-0.1,3%,-19,2,-19,33%[57.1 µM]

Bioassay records deposited in PubChem BioAssay by National Center for Advancing Translational Sciences (NCATS).
